Screens as filed in PubChem.
TSHR antagonist = Antagonists of the Thyroid Stimulating Hormone Receptor: HTS campaign | Thyrotropin receptor (Homo sapiens), P16473 | TSHR-expressing cells, TSH-stimulated cAMP HTRF, 2 h; hits give low values | activity change, negative = inhibition, % at 11.5 µM | 0.2% of 330,000 active | AID 504810, 2011;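 active = activity change below a set negative limit, meaning inhibition stronger than a set level, cut at about -70% in these data; inconclusive = activity change between two set negative limits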; also: % is scaled to controls: 0 for no effect and ±100 for the full control effect
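Antagonism was scored as loss of TSH-driven cAMP in TSHR cells, stimulated with 4nM TSH (EC80) for 2 hours at 37 deg C and detected by homogeneous HTRF competition immunoassay.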
B2AR arrestin = qHTS assay of beta-arrestin-biased ligands of beta2-adrenergic receptor. Beta-2 adrenergic receptor (Homo sapiens), P07550. beta-arrestin recruitment to beta2AR, cell-based reporter. AID 492947, 2010. Potency, µM (doses to about 46.1 µM), without a hit: at the top dose activation, most hits filed as activators. 0.02% of 330,000 active;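 also: potency is read from the fitted curve at half-maximal effect; 0% = DMSO controls and full agonism = EC100 isoproterenol or metaproterenol; nearly all actives have a fitted effect of over 65% in size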
USP2a inh = qHTS Assay for Inhibitors of Ubiquitin-specific Protease USP2a Using CHOP2 as the Reporter | Ubiquitin carboxyl-terminal hydrolase 2 (Homo sapiens), O75604 | USP2 core, Ub-CHOP2 coupled fluorogenic reporter, 485/531 | Potency, µM (titrated, usually from 38.3 µM), for inactives: at the highest dose activity change, negative = inhibition, actives largely listed as inhibitors | 0.01% of 330,000 active;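 also: potency is read from the fitted curve at half-maximal effect; plate controls were DMSO wells for no effect and full inhibition by NEM control for full effect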
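Cell-free coupled assay: 10nM USP2 core preincubated 30min RT with compound in Tris-HCl pH 8.0/CaCl2/CHAPS buffer, then 25nM Ub-CHOP2 and 25nM reporter substrate; fluorescence (Ex 485/Em 531) read after 60min RT, normalized to NEM inhibition, concentration-response curves fitted.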
Eya2 phos inh = qHTS Assay for Inhibitors of the Phosphatase Activity of Eya2. Potency, µM (series often up to 76.9 µM), inactives show top-dose activity, negative = inhibition, most hits filed as inhibitors. AID 488837, 2010. 0.006% of 330,000 active. recombinant Eya2, OMFP fluorescence dephosphorylation (OMFP is methylfluorescein phosphate); also: potency is read from the fitted curve at half-maximal effect; % is scaled to controls: 0 for no effect and ±100 for the full control effect
Target sequence (O00167 whole entry, looked up): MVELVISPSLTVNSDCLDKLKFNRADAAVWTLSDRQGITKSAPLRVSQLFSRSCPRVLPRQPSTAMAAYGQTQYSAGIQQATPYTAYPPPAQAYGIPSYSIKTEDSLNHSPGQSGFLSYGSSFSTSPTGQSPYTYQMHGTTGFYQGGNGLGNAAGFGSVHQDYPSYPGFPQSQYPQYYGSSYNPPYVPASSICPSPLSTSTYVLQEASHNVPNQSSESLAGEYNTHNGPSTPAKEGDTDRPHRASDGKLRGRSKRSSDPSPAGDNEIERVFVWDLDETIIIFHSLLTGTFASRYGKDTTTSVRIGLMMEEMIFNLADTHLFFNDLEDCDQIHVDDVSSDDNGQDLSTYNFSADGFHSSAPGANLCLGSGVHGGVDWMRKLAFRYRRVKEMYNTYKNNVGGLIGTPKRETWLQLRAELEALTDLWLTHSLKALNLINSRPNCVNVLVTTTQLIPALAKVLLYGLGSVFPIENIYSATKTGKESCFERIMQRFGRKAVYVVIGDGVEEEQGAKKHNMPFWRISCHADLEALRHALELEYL
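Eya2 (0.2 uM) preincubated 10 min at ambient with compound, then OMFP substrate added at 50 uM; 10 min reaction in 50 mM HEPES pH 7.5, 50 mM NaCl, 5 uM MgCl2, 0.05% BSA, 1 mM DTT. Fluorescence read at Ex 485/Em 525 nm.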
ELG1 DNA repair = qHTS screen for small molecules that inhibit ELG1-dependent DNA repair in human embryonic kidney (HEK293T) cells expressing luciferase-tagged ELG1; AID 504467, 2011; 2.3% of 330,000 active; Potency, µM (titrated, usually from 46.1 µM), without a hit: at the highest dose activity change, negative = inhibition, actives largely listed as inhibitors; HEK293T ELG1-luciferase reporter, luminescence, 16 h; DNA damage induced by 5-fluorouridine; also: potency is read from the fitted curve at half-maximal effect; % is scaled to controls: 0 for no effect and ±100 for the full control effect; nearly all actives have a fitted effect of over 55% in size
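DMSO vehicle served as the neutral condition. Each well held 2,000 cells given 5-fluorouridine plus compound; after 16 hr at 37 °C/5% CO2, ONE-Glo was added and luciferase measured 30 min later.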
PTAP TSG101 blk = qHTS Assay for Iinhibitors of HIV-1 Budding by Blocking the Interaction of PTAP/TSG101; Fluorescence polarization, FITC-PTAP peptide / Tsg101 binding; Potency, µM (titrated, usually from 115 µM), inactives show at the highest dose activity change, negative = inhibition, most hits filed as inhibitors; 340,000 tested, under 10 active; AID 493005, 2010; active = well fitted inhibition curve with a large enough effect in the main read-out, with a control signal flat, not every such curve was filed as active; inconclusive = small, poorly fitted or top-dose-only effect, or effect the other way, or a change in a side signal; inactive = no such curve, though single readings can be large or run the other way; also: potency is read from the fitted curve at half-maximal effect; % of control where 0% means no effect
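Fluorescence anisotropy tracks displacement of a FITC-tagged PTAP peptide (50 nM) from the Tsg101 binding domain (10 uM), following a 20 min room-temperature incubation at pH 7.5.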
uPA generation = qHTS for Inhibitors of Cell Surface uPA Generation; cell surface uPA generation assay, qHTS; 0.31% of 330,000 active; Potency, µM (doses to about 38.3 µM), without a hit: top-dose activity change, negative = inhibition, hits mostly inhibitors; active = well fitted inhibition curve with a large enough effect; inconclusive = small, poorly fitted or top-dose-only effect; inactive = no such curve, though single readings can be large or run the other way; tested in mouse RAW 264.7 cells; also: potency is read from the fitted curve at half-maximal effect; % is scaled to controls: 0 for no effect and ±100 for the full control effect; nearly all actives have a fitted effect of over 55% in size
TCR act = Activators of T cell receptors: qHTS campaign. primary human leukocytes, anti-CD3, IL-2 HTRF, 48 h. Potency, µM (series often up to 9.22 µM), inactives show at the highest dose activation of IL-2 secretion, usual class: activators. 330,000 tested, under 10 active. AID 504894, 2011; also: % of control where 0% means no effect
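HTRF read-out of IL-2 secretion: europium cryptate donor excited at 320nm, d2 acceptor emission at 665nm. Cells were primary human leukocytes incubated 48 hr with compounds and a-CD3 beads, supplying TCR signal only.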
Mito fusion act = qHTS Assay for Small Molecule Inhibitors of Mitochondrial Division or Activators of Mitochondrial Fusion. S. cerevisiae fusion-defective mutant growth rescue, CellTiterGlo 48 h. Potency, µM (top dose mostly 46.1 µM), without a hit: top-dose growth rescue (activation), most hits filed as activators. 0.23% of 320,000 active. AID 485298, 2010;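 also: potency is read from the fitted curve at half-maximal effect; % of control where 0% means no effect; nearly all actives have a fitted effect of over 45% in size; temperature-sensitive fusion mutants such as fzo1-1 at 37 °C on non-fermentable ethanol glycerol medium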
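Yeast fusion mutant, YPEG (non-fermentable carbon), compound, 48 h at 37C non-permissive; CellTiterGlo added, 10 min RT, luminescence read. Rescued growth = division inhibition.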
Chronic BCR inh = qHTS Assay to Find Inhibitors of Chronic Active B-Cell Receptor Signaling; ABC-DLBCL IkBa-CBG/CBR reporter, luminescence ratio, 4 h; Potency, µM (top dose mostly 46.1 µM), without a hit: top-dose ratio change, negative = lower green/red ratio, most hits filed as inhibitors; 0.05% of 340,000 active; AID 493014, 2011; active = well fitted inhibition curve with a large enough effect in the signal ratio, with a control signal flat, not every such curve was filed as active; inconclusive = small, poorly fitted or top-dose-only effect, or effect the other way, or a change in a side signal; the % refers to the signal ratio;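 also: potency is read from the fitted curve at half-maximal effect; plate controls were basal doxycycline-induced cells for no effect and cells given 10 µM MG132 for full effect; MG132 reads +100%, hits lower the ratio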
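TMD8 human ABC-DLBCL cells with doxycycline-inducible IκBα–green luciferase fusion and unfused red luciferase, in 0.5% FBS medium; compounds up to 46 uM, 4 h at 37C. Green/red luminescence ratio, filter-overlap corrected, fitted to concentration-response curves.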
Tb PFK inh = qHTS Assay to Find Inhibitors of T. brucei phosphofructokinase; ATP-dependent 6-phosphofructokinase (Trypanosoma brucei brucei), O15648; T. brucei PFK, ADP-Glo luminescence; Potency, µM (titrated, usually from 57.5 µM), for the others: at the highest dose activity, negative = inhibition, hits mostly inhibitors; 0.17% of 330,000 active; AID 485367, 2010;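 also: potency is read from the fitted curve at half-maximal effect; 0% = uninhibited 1x PFK enzyme wells and -100% = no-enzyme wells; nearly all actives have a fitted effect of over 60% in size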
Target sequence (O15648 whole entry, looked up): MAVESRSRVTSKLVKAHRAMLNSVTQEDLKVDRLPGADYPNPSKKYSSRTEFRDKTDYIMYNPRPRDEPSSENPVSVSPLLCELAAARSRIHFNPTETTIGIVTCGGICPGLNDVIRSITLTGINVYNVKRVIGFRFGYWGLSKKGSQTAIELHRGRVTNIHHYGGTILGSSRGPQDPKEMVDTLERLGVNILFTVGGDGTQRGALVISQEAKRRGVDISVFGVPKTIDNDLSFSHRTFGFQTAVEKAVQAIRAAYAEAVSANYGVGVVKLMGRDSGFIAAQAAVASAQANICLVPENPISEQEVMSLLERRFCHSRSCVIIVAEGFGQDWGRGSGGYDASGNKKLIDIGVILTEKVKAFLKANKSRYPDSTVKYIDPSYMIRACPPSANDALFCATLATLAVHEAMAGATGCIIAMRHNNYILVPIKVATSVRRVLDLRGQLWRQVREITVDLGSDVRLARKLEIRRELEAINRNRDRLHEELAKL
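Compounds were pin-transferred as a titration series up to 57 uM into substrate buffer (0.5 mM F6P, 0.1 mM ATP, pH 8.0), then 1.25 nM PFK was added and reactions ran 45 min before ADP-Glo detection.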
Numbers without * were called inactive; ? = inconclusive; · = not tested or not shown; & = joins results of further samples; [ ] = dose if it differs, or a comment. Unless noted, calls follow the shape of the dose curve; as a rule, active = well fitted curve in the direction sought with a large enough effect; inconclusive = small, poorly fitted or top-dose-only effect, or another doubt; inactive = no such curve, though single readings can be large; an effect the other way counts as inactive or inconclusive.

SMILES	TSHR antagonist	B2AR arrestin	USP2a inh	Eya2 phos inh	ELG1 DNA repair	PTAP TSG101 blk	uPA generation	TCR act	Mito fusion act	Chronic BCR inh	Tb PFK inh
CSc1ccccc1NC(=S)N/N=C/c1cccn1Cc1cccc(C)c1	-5	0.1%	1%	-14%	?	-1%	2%	-3%	5%	-6%	-1%
CC(=O)Nc1cccc(S(N)(=O)=O)c1C	-8	-0.4%	2%	17%	13%	-4%	-3%	9%	-2%	1%	0%
COc1cc(NC(=O)c2ccccc2F)ccc1NC(=O)c1cc2ccccc2o1	-6	-0.5%	0%	11%	-4%	-2%	3%	4%	5%	3%	-1%
CCCN1CCN(CC(=O)Nc2nc3ccccc3s2)CC1	-11	4.2%	0%	7%	2%	-4%	4%	7%	-2%	-1%	1%
CN(C)S(=O)(=O)c1ccc(C(=O)OCC(=O)Nc2ccccc2OC(F)F)cc1	-8	0.2%	1%	2%	-11%	-8%	-7%	2%	1%	-12%	2%
COc1cccc(NC(=O)CNC(C)CCC(C)C)c1 (stereo unspecified)	1	-2.8%	2%	4%[15.4 µM]	-13%	-1%	0%	1%	-2%	8%	-2%
CCC1CCCCN1CCNC(=O)CNS(=O)(=O)c1ccc2nc(C)sc2c1 (stereo unspecified)	-6	0.2%	1%	6%	5%	0%	3%	8%	1%	0%	-2%
Cc1nc2ccc(NC(=O)c3ccc(Cl)c([N+](=O)[O-])c3)cc2s1	-6	-0.7%	0%	5%	12%	2%	-5%	1%[46.1 µM]	3%	20%	0%
O=C(OCc1csc(-c2ccccc2)n1)c1cccs1	-6	0.1%	-2%	-1%[15.4 µM]	?	0%	3%	-1%	-4%	?	-5%
COc1cc(-c2noc(-c3ccccc3C(=O)NCc3ccco3)n2)cc(OC)c1OC	-21	-0.1%	2%	2%	4.6µM*	-6%	-4%	1%	5%	12%	-7%
COc1ccc(OCCOCCN2CCc3ccccc3C2)cc1	-10	-0.1%	2%	8%	2%	0%	-2%	-5%	4%	-1%	1%
COc1ccc(Cl)cc1NC(=O)CN1c2ccccc2CC1C (stereo unspecified)	-2	0.6%	0%	7%	?	1%	·	-3%	5%	-4%	-1%
O=C(NCCCl)c1ccc(OCc2ccccc2)cc1Cl	14	-1.1%	9%	3%	?	0%	7%	-2%	18%	?	2%
Nc1nc(N)c(N=O)c(OCC2CCCCC2)n1	-17&0	-0.1%	-2%	-2%&6%	?	-4%	?	-4%	-27%&-14%	?	-1%
Oc1ccc(/C=N\Nc2cc(N3CCOCC3)nc(N3CCOCC3)n2)c(O)c1	-9	6.2%	1%	-13%	10µM*	0%	-4%	-2%[46.1 µM]	-2%	?	11%
Cc1ccc(C(=O)CSc2nnc(COc3cccc4cccnc34)o2)cc1	-23	-0.3%	-5%	8%	?	-9%	7%	-7%	11%	?	3%
CC1CC(C)(C)NC(=S)N1CCC(=O)N1CCN(c2ccccc2)CC1 (stereo unspecified)	-5	-0.2%	5%	7%	13%	-1%	-2%	·	7%	4%	-1%
COc1cccc(OCCNC(=O)Nc2cc(F)c(F)cc2Cl)c1	-14	-0.3%	0%	-13%	2%	-2%	1%	2%	19%	2%	4%
Cc1ccc2[nH]c(=O)c(CN(CC3COCCO3)C(=O)Nc3ccccc3F)cc2c1 (stereo unspecified)	-5	-0.1%	0%	1%	?	0%	-8%	1%	1%	5%	0%
O=c1nc(-c2ccccc2)c(-c2ccccc2)n[nH]1	-6	-0.6%	-1%	6%	1%	0%	5%	0%	8%	2%	-2%
CCOC(=O)c1c(S(=O)(=O)Nc2ccc(C)cn2)c(C)n(C)c1C	-6	0.2%	1%	4%	14%	-6%	4%	-8%	1%	-2%	-2%
CC(=O)Nc1ccc(C2=NN(c3ccccc3)C(c3ccccc3)C2)cc1 (stereo unspecified)	31	?	-9%	-10%	?	-7%	-17%	-10%	?	?	-5%
CC1(NC(=S)NCCO)CCS(=O)(=O)C1 (stereo unspecified)	2	0.0%	-3%	-5%	6%	-1%	-2%	-2%[46.1 µM]	-6%	0%	4%
COc1ccc(/C=C2/C(=O)N(c3cccc(F)c3)N=C2C)c(OC)c1	-13	-0.3%	2%	-5%	-1%	0%	-13%	-1%	-2%	7%	1%
COc1ccc(-c2cc(C(F)(F)F)nc(N)n2)cc1	-9	-1.5%	2%	-2%	14%	0%	-16%	0%	2%	?	1%
CCN(C(=O)COC(=O)C(Cc1ccccc1)N1C(=O)c2ccccc2C1=O)C1CCS(=O)(=O)C1 (stereo unspecified)	2	-0.4%	0%	-9%	6%	-4%	-1%	0%	-7%	2%	-1%
NC(=O)CN1CCN(c2nc(-c3ccc(F)cc3)cs2)CC1	-5	-0.2%	2%	-10%	19%	-3%	-4%	-5%	-18%	?	-2%
O=[N+]([O-])c1cc(Cl)cc(/C=N\Nc2ccccn2)c1O	-12	-0.2%	4%	-24%	?	-3%	-6%	3%	2%	4%	-4%
c1ccc(-n2c(SCC3CCCCO3)nnc2-c2cccs2)cc1 (stereo unspecified)	6	-1.5%	3%	9%	1%	-4%	-2%	·	5%	8%	1%
COc1cc(/C=N/NC(=O)c2cccc(NC(=O)c3ccccc3C)c2)ccc1O	-10	-0.2%	7%	-5%	-20%	-4%	-9%	-1%	-1%	?	1%
N#CCC(=O)N/N=C/c1ccc(SCC(=O)Nc2ccccc2)o1	-2	-0.1%	4%	-2%	4%	-5%	0%	-7%	-3%	2%	-4%
CCN(CC)c1ccc(/C=N/N2C(C)CCCC2C)c(O)c1 (stereo unspecified)	-7	-0.1%	-1%	-17%	-3%	6%	1%	-1%	9%	9%	-5%
O=C(OCCN=C1NS(=O)(=O)c2ccccc21)C1CC(=O)N(c2ccc3ccccc3c2)C1 (stereo unspecified)	12	-0.2%	6%	9%	2%	-5%	5%	-2%	-2%	?	6%
CCNc1nc(SC(C)C(=O)OC)nc(N2CCOCC2)n1 (stereo unspecified)	-1	-1.2%	3%	7%	?	-1%	1%	-5%	5%	?	3%
Cc1ccc(SC(=O)COc2ccc(C)c(C)c2)cc1	5	-0.4%	-1%	16%	-12%	-1%	-7%	10%	0%	1%	-3%
Cc1ccc(S(=O)(=O)N2CCN(C(=O)CC(C)(C)C)CC2)cc1	-6	0.2%	4%	-1%	-9%	2%	2%	-1%	15%	-1%	1%
CCN1CCN(C(=O)c2ccc(CN(c3ccccc3)S(=O)(=O)c3ccccc3)cc2)CC1	-7	-2.1%	-1%	4%	5%	-1%	6%	5%[46.1 µM]	12%	1%	-4%
CC1CCN(c2ccc(-c3ccc(NC(=O)C(F)(F)F)cc3)nn2)CC1	-11	0.1%	0%	3%	?	-2%	-15%	-3%	5%	?	-5%
CC(=O)Nc1ccc(NC(=O)C2c3ccccc3Oc3ccccc32)cc1	13	0.5%	1%	15%	8%	-1%	3%	-1%	8%	0%	-2%
